# V-ATPase pH – yeast V-ATPase proton transport regulation by pHLuorin | S. cerevisiae, pHLuorin cytosolic pH fluorescence | response, % at 10 µM | AID 504577 | actives 0.37% (n = 350,000); in the data active means response mostly above about 7.3%, no sharp cut-off; inactive means mostly below about 5.4%; further: actives read high; inactives centre near 0; some compounds called inactive have numbers as strong as hits
# MITF TRPM1 HTS – increases MITF-driven TRPM1 promoter luciferase signal; SK-MEL-5 TRPM1-promoter luciferase, 24 h; % of positive control, neutral wells = 0; activation, % at 12.5 µM; actives 0.75% (n = 300,000); AID 588334;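 active means mean activation of at least 80% with every replicate also reaching 80%; inconclusive means mean reaches 80% but some replicate falls short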;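 further: 0% = neutral control wells and 100% = parthenolide positive control wells; values of inactives mirror those of a sister screen read the other way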
# Tat transport – E. coli Tat transport inhibition | AID 488895 | E. coli MC4100 TorA-mCherry Tat export, fluorescence | inhibition, % at 10 µM | actives 0.036% (n = 340,000);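 active means mean replicate inhibition at least 50% and at least half of replicates individually reaching 50%; inconclusive means only one of the two criteria met; inactive means neither criterion met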;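 further: exported cargo escapes ClpAP degradation while cytoplasmic cargo is degraded and loses fluorescence; 0% = median of neutral control wells and 100% = median of NaSCN control wells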
# CAL PDZ FP-1 – CAL PDZ (human) peptide binding inhibition. purified CAL PDZ, TMR-peptide fluorescence polarization, 1 h. inhibition, % at 24.9 µM. AID 602252. actives 0.92% (n = 300,000);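 active means mean inhibition of at least 30% with at least half of replicates also reaching 30%; inconclusive means no clear call, values can overlap the other calls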;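 further: 0% = DMSO neutral control and 100% = excess unlabeled competitor peptide PRC23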
# CAL PDZ FP-2 – inhibitors of human CAL PDZ peptide binding | actives 0.02% (n = 330,000) | inhibition, % at 20 µM | Q9HD26 | AID 504414 | purified CAL PDZ, TMR-peptide fluorescence polarization, 1 h;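 active means highest replicate inhibition of at least 40%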;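 further: plate controls were DMSO neutral control wells for no effect and unlabeled competitor peptide control wells for full effect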
#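 Read-out basis: mP drop reported as inhibition | Assay system: Tagged CAL PDZ protein CerCALP, purified | Benchmarks: Unlabelled peptide for full inhibition, DMSO wells as neutral | Schedule: 1 h incubation at room temperature before polarization reading | Buffer or medium: Sodium phosphate/NaCl buffer pH 7.4 with TCEP, IgG, Thesit | Doses: Single point, 20 µM | Measured by: Fluorescence polarization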
# CDK5 p35 inh – CDK5/p35 (human) kinase inhibition; inhibition, % at 10 µM; actives 0.01% (n = 330,000); Recombinant CDK5/p35, ADP-Glo luminescence, 60 min;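 active means highest replicate inhibition of at least 50% and at least 75% of replicates reaching 50%; inconclusive means only one of the two criteria met; inactive means both criteria failed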;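 further: plate controls were DMSO neutral control for no effect and GW8510 at 10 µM for full effect; many of its hits are not listed in these tables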
# Rtt109 Vps75 – inhibitors of Candida albicans Rtt109/Vps75 histone acetyltransferase; Q5AAJ8; purified Rtt109/Vps75, ThioGlo CoA-SH fluorescence, 4 h; inhibition, % at 34.9 µM; actives 0.16% (n = 330,000); AID 540336;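 active means inhibition of at least 50% in every replicate; inconclusive means best replicate reaches 50% inhibition but some replicates fall short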
# Target sequence (Q5AAJ8 whole entry, looked up): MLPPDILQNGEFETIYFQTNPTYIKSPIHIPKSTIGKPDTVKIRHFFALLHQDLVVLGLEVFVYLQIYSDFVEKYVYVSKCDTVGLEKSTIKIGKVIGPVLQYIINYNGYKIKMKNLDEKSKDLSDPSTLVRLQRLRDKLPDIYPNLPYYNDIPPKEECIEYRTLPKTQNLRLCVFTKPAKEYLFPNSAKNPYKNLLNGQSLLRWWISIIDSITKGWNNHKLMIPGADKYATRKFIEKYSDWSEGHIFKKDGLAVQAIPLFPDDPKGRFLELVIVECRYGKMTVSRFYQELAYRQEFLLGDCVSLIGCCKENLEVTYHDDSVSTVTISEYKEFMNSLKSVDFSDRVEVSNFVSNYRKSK
# Wnt act – activates Wnt/beta-catenin signaling in a reporter cell assay; activator, plate reader; activation, % at 9.35 µM; actives 1.2% (n = 300,000); in the data active means activation above about 30%, passing the limit was not always enough; inconclusive means no clear call, values can overlap the other calls;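 further: 0% = neutral control wells and 100% = positive control wells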
# RTF Ca sens act – cardiac RTF calcium sensitization; P19429+P45379; IANBD-labeled TnC RTF fluorescence at EC20 calcium; 0% EC20 calcium, 100% full calcium; activation, % at 7.2 µM; actives 0.24% (n = 340,000);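 active means activation above the mean over all tested compounds plus 3 SD, cut at about 30% in these data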;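 further: rise in fluorescence read as greater calcium sensitivity of cardiac thin filaments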
# dFosB act – mouse delta FosB homodimer activation | activation, % at 25 µM | actives 0.99% (n = 340,000) | AID 493131 | purified delta FosB, TAMRA-CDK5 oligo fluorescence polarization; percent of positive-control signal above neutral wells;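 active means mean activation above about 17%, with every replicate also reaching it, limit read from the data, passing the limit was not always enough; inconclusive means only one of the two conditions met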;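 further: fluorescence polarization rise as delta FosB binds a TAMRA Cdk5 AP-1 oligo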
# Target sequence (P13346 whole entry, looked up): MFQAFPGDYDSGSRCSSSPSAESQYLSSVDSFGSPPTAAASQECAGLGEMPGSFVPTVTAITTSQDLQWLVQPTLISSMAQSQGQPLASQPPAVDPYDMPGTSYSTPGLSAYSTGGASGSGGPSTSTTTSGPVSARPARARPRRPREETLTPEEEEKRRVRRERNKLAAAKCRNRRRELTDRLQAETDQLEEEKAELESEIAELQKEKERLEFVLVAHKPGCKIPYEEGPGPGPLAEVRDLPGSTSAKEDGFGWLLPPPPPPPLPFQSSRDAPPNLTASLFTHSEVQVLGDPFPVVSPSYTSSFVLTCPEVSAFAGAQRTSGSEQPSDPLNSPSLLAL
# * marks the source's active call; other numbers are inactive results; ? = inconclusive; nt = not tested or not shown.
SMILES,V-ATPase pH,MITF TRPM1 HTS,Tat transport,CAL PDZ FP-1,CAL PDZ FP-2,CDK5 p35 inh,Rtt109 Vps75,Wnt act,RTF Ca sens act,dFosB act
COCCNC(=O)C(c1ccc(C)o1)N(Cc1ccc(OC)cc1)C(=O)Cn1nnc2ccccc21 (configuration not stated),-3,0,-5,1,-1.4,-1.6,1,4,-2,-4
S=C1NC2=C(CCCC2=C2SCCS2)C(c2ccccc2)N1 (configuration not stated),0,3,7,1,nt,-5.0,-3,-2,8,-18
CCSc1nnc(NC(=O)CCc2ccc(OC)cc2)s1,-3,-15,4,-3,-1.2,-0.1,9,0,6,-5
Nn1c(Cc2ccccc2)nnc1Cc1ccccc1,-5,-6,-3,54*,1.0,-0.9,-4,-3,-1,8
O=C(c1ccc(Cl)cc1)N1CCN(c2cc(=O)[nH]nc2-c2ccccc2)CC1,-7,5,-21,-7,-0.7,0.7,6,nt,3,2
COC(=O)C1CCN(C(=O)COC(=O)CSc2ccc(C(N)=O)cc2[N+](=O)[O-])CC1,2,-5,-1,7,-1.8,2.4,-5,0,-1,-5
Cc1ccc(C(C)C)c(OCCn2ccnc2C)c1,-2,-9,3,-4,1.3,1.0,3,-2,-3,-4
COc1ccc(CCN2C(=O)NC(NC(C)=O)(C(F)(F)F)C2=O)cc1OC (configuration not stated),0,9,-1,-2,-0.4,-0.9,-9,5,5,3
Brc1ccc(-c2csc(N/N=C/c3ccc4c(c3)OCO4)n2)cc1,2,-3,5,2,-2.2,0.4,5,20,2,-2
COc1ccc(-c2csc(N)n2)cc1,-3,56,6,-1,-5.4,0.0,-14,nt,1,-4
O=c1c2ccccc2oc2ccc(Oc3ccccc3)cc12,3,?,1,-3,-1.5,-1.3,9,54*,6,1
Cn1c(=O)c2[nH]c(=O)[nH]c2n(C)c1=O,0,6,-1,-1,0.0,-2.4,-20,5,14,-3
COc1ccc(Cc2nnc(N/N=C(\C)c3ccccc3)[nH]c2=O)cc1OC,-1,5,4,-1,-0.5,-1.1,-4,0,-3,-14
O=C(COc1ccccc1)NC1C(=O)N2C(C(=O)O)=C(Cl)CSC12 (configuration not stated),-2,nt,0,-3,0.4,-0.9,-6,0,-1,-6
O=C(O)c1cc(Br)ccc1NN=C1CCCCC1,1,10,-7,-3,-1.1,-0.2,-5,-1,-7,5
O=C(N/N=C/c1c(O)n(-c2ccc(Cl)cn2)c(=O)c2ccccc12)C1CC1,0,-4,0,-2,-0.6,0.7,14,4,-3,-3
O=C(COC(=O)Cc1ccc(Cl)cc1Cl)NCCC1=CCCCC1,0,4,6,-4,-0.1,-2.0,15,nt,-2,-7
CCCCc1cc(=O)oc2cc(C)cc(OCC(=O)NCCN3CCOCC3)c12,-3,11,-8,nt,-0.1,-1.0,-7,0,5,-8
CC(Oc1ccc2c(c1)oc(=O)c1ccccc12)C(=O)NCC1CCC(C(=O)O)CC1 (configuration not stated),-3,8,-3,2,0.2,-1.0,2,-2,3,-1
COCCN1C(=O)N[C@@H](CCc2ccccc2)[C@H](C(=O)OC)[C@H]1C,-9,-7,7,-4,-1.2,-6.5,7,-2,8,4
Fc1ccc(OCCCCCn2ccnc2)cc1,-4,nt,-4,-20,0.0,1.1,10,-3,-1,1
O=C(NCc1ccccc1)c1cc2nc(C3CC3)cc(C(F)(F)F)n2n1,6,nt,7,nt,-3.2,0.9,5,1,2,-4
COc1ccc([N+](=O)[O-])c(OC)c1C(=O)NC(=O)Nc1c(F)c(F)c(F)c(F)c1F,0,-3,-5,-4,-1.7,0.0,2,-1,-4,-3
COc1ccc(C(=O)NCc2nnc(SCC(=O)Nc3ccccc3OC)n2C)cc1,3,2,3,-4,-2.1,0.0,-3,-1,-3,-11
CCOc1ccc(NC(=O)c2ccc(NC(=O)Cc3n[nH]c(=O)c4ccccc34)cc2)cc1,-3,-4,-3,-2,-1.4,1.1,-6,-2,2,111*
CCC(C(=O)Nc1ccc(C)cc1)c1ccccc1 (configuration not stated),2,3,4,2,-0.9,0.6,-11,-1,-6,2
O=C(NC1CC1)c1ccc2c3c(cccc13)CC2,-3,2,0,0,-0.5,-0.6,0,-8,-1,5
COc1ccc(N2CCN(C(=O)c3ccc4c(c3)CCN4S(=O)(=O)c3ccccc3)CC2)cc1,3,10,8,-2,-2.6,0.3,2,1,0,-7
Cc1ccc(C(=O)OCc2nnc(-c3ccccc3)o2)o1,3,nt,4,-3,-2.5,-1.0,13,-2,5,-12
NC1=NC(=O)/C(=C\c2cc([N+](=O)[O-])ccc2Cl)S1,-3,-5,1,-2,-2.7,-0.1,nt,2,-5,9

# 7 structures from above, sorted by number of heavy atoms, high to low:
SMILES,V-ATPase pH,MITF TRPM1 HTS,Tat transport,CAL PDZ FP-1,CAL PDZ FP-2,CDK5 p35 inh,Rtt109 Vps75,Wnt act,RTF Ca sens act,dFosB act
COc1ccc(N2CCN(C(=O)c3ccc4c(c3)CCN4S(=O)(=O)c3ccccc3)CC2)cc1,3,10,8,-2,-2.6,0.3,2,1,0,-7
CC(Oc1ccc2c(c1)oc(=O)c1ccccc12)C(=O)NCC1CCC(C(=O)O)CC1 (configuration not stated),-3,8,-3,2,0.2,-1.0,2,-2,3,-1
CCCCc1cc(=O)oc2cc(C)cc(OCC(=O)NCCN3CCOCC3)c12,-3,11,-8,nt,-0.1,-1.0,-7,0,5,-8
O=C(NCc1ccccc1)c1cc2nc(C3CC3)cc(C(F)(F)F)n2n1,6,nt,7,nt,-3.2,0.9,5,1,2,-4
Cc1ccc(C(=O)OCc2nnc(-c3ccccc3)o2)o1,3,nt,4,-3,-2.5,-1.0,13,-2,5,-12
CCC(C(=O)Nc1ccc(C)cc1)c1ccccc1 (configuration not stated),2,3,4,2,-0.9,0.6,-11,-1,-6,2
NC1=NC(=O)/C(=C\c2cc([N+](=O)[O-])ccc2Cl)S1,-3,-5,1,-2,-2.7,-0.1,nt,2,-5,9

# The listing continues:
SMILES,V-ATPase pH,MITF TRPM1 HTS,Tat transport,CAL PDZ FP-1,CAL PDZ FP-2,CDK5 p35 inh,Rtt109 Vps75,Wnt act,RTF Ca sens act,dFosB act
Cc1nc(NC(C)C)c2oc3ccccc3c2n1,-2,-2,-4,21,0.3,0.5,10,nt,1,-17
c1cc(-c2cc3cc4c(cc3cn2)OCO4)cs1,-5,?,1,-2,-4.6,-0.1,-4,50*,2,5
CC1CCCN(c2ccc(C(=O)Nc3cccnc3)cc2[N+](=O)[O-])C1 (configuration not stated),3,33,7,-4,-2.3,-0.1,1,1,1,-13
CC(=O)Nc1ccc(S(=O)(=O)N2CCN(C3CCCCCCC3)CC2)cc1,-6,-7,9,0,-0.4,-1.1,nt,0,-1,-8
COc1ccc(NS(=O)(=O)c2ccc(NC(=S)NC(=O)C(C)C)cc2)cc1,2,-5,6,0,-1.4,0.1,-4,nt,1,-4
COc1ccc(OC)c(NC(=O)N2CCc3ccccc3C2)c1,-4,11,-8,-4,-0.1,-1.2,2,3,-3,-6
O=C(CCCCC(=O)N1CCOCCOCCOCC1)OCc1ccccc1,-5,nt,1,0,0.4,0.9,4,-3,0,-5
COc1nc(NC(=O)c2ccc(F)cc2)nc(OC)c1-c1ccccc1,0,nt,-7,-3,-2.6,1.6,10,-2,-1,-7
CCN(CC)S(=O)(=O)c1ccc(N2CCc3ccccc3C2)nc1,-1,31,-4,-5,-0.7,0.7,-3,1,-3,-19
CC(C)C(C)NC(=O)COc1ccc(Sc2ccc(OCC(=O)NC(C)C(C)C)cc2)cc1 (configuration not stated),3,-11,-3,4,-1.7,-1.2,0,0,-20,-11
CCC1Oc2ccccc2N(CC(=O)NC2CC2)C1=O (configuration not stated),8,8,-6,-3,-1.5,0.8,9,0,-2,5
COc1cnc(N(C)C)nc1Sc1cccc(Cl)c1,2,7,0,-2,-1.5,-1.8,5,5,-3,-2
CC1=NOC(=O)/C1=C\c1ccc(-c2cccc(Cl)c2)o1,11,-76,-1,-2,-0.6,1.0,1,nt,-4,-14
CCOc1ccc(C2CC(c3c(O)c4ccccc4oc3=O)=NN2c2ccccc2)cc1OC (configuration not stated),-2,2,-1,-2,-3.2,0.2,-5,1,26,1
CCCCCOc1ccc(NS(C)(=O)=O)cc1,-1,33,-1,-3,0.3,0.3,-7,10,-6,-2
O=C(NC1CCCCCCC1)C1CCN(S(=O)(=O)N2CCC3(CC2)OCCO3)CC1,1,-5,-2,-2,-2.6,1.8,-10,1,0,0

# Screening results: PubChem BioAssay, several laboratories
